# ERK EGF inh: qHTS Assay for Inhibitors of the ERK Signaling Pathway using a Homogeneous Screening Assay; Stimulation with EGF; Potency, µM (top dose mostly 11.5 µM), inactives show at the highest dose activity change, negative = inhibition, hits mostly inhibitors; HEK293-V1b, EGF-stimulated phospho-ERK AlphaScreen; 130,000 compounds, 0.41% hits; AID 1454, 2008; active = well fitted inhibition curve with a large enough effect; inconclusive = small, poorly fitted or top-dose-only effect, or effect the other way;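 note: plate controls were stimulated vehicle wells for no effect and unstimulated vehicle basal for full effect; nearly all actives have a fitted effect of over 55% in size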
#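 In this qHTS, HEK293 cells with stable type-1 vasopressin (V1b) receptor were exposed to compound at 37C for 30 min, stimulated 5 min with EGF at 25 nM, lysed, and probed for phospho-ERK by AlphaScreen.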
# An asterisk follows results filed as active; u = inconclusive; & = joins results of further samples; [ ] = another dose, or the depositor's remark. Potency is the fitted concentration of half-maximal effect. A portion of the library, so the mix of outcomes need not match the whole.
SMILES,ERK EGF inh
COc1ccc(S(=O)(=O)N2CCC(C(=O)Nc3ccc(F)cc3)CC2)c2cccnc12,-3%
Cc1ccc(CCNC(=O)C2CCC(CNc3c(N4CCC(C)CC4)c(=O)c3=O)CC2)cc1 (stereo not drawn),3%
CCOC(=O)c1ccccc1NC(=S)N1CCC(C(N)=O)CC1,-9%
O=C(NNC(=O)c1ccccc1Cl)c1cccs1,7%
O=C(Nc1ccc(S(=O)(=O)Nc2ncccn2)cc1)c1ccc(F)c(S(=O)(=O)N2CCOCC2)c1,-4%[57.5 µM]
OC(COc1cccc(OCC(O)CN2CCOCC2)c1)CN1CCOCC1 (stereo not drawn),u
COc1cc(CN2CCC(CO)(CCOc3ccccc3)CC2)cc(OC)c1OC,u
C1CC1Cc1noc(CN2CCN(CC3CC3)CC2)n1,5%
COc1ccnc(Oc2ccccc2)n1,12%
Cc1ccc(OCC(=O)Nc2cc(-c3nn4c(C)nnc4s3)ccc2C)cc1,-10%[57.5 µM]
O=C(Cc1cccc2ccccc12)N/N=C/c1ccncc1,-11%
COc1ccccc1C1OC(c2cccc([N+](=O)[O-])c2)=NN1C(C)=O (stereo not drawn),-2%
CN(C)c1ccc(N=C/C=C2/N(C)c3ccccc3C2(C)C)cc1,14µM*
Cc1ccc(NC(=S)N(CCN(C)C)Cc2cccs2)cc1,4%
COc1ccc(-c2c3c(=O)n(C)c(=O)n(C)c3cn2C2CCCCC2)cc1,-2%[57.5 µM]
Cc1cc(C(=O)OCC(=O)NCc2ccccc2Cl)c(C)o1,-5%
Cc1nc2c3cc(F)ccc3n(Cc3ccc(F)cc3)c2s1,3%
COc1ccccc1Oc1nc2ccccn2c(=O)c1/C=C(\C#N)C(=O)Nc1c(C)n(C)n(-c2ccccc2)c1=O,-1%[57.5 µM]
CCOC(=O)/C(=C/c1ccc(N2CCC(c3ccccc3)=N2)cc1)C(C)=O,-2%
CCC1=NC(c2ccc(Br)cc2)N(O)C1(C)C (stereo not drawn),5%
CCCCCCCC(=O)NNC(=O)c1c(O)c2ccccc2[nH]c1=O,-3%[57.5 µM]
O=C(Nc1ccc(S(=O)(=O)Nc2ccccc2)cc1)C1COc2ccccc2O1 (stereo not drawn),6%
Cc1c(Cl)cccc1NC(=O)Nc1ccccc1C(N)=O,-8%
Cc1cccc(-n2c(SCC(N)=O)nc3c(c2=O)C2(CCCCC2)Cc2ccccc2-3)c1,-9%
Nc1nnc(SCCCC(=O)c2ccc(Br)cc2)s1,18%
COc1ccccc1NC(=O)N1CCc2[nH]c3ccc(Cl)cc3c2C1,-7%[57.5 µM]
Cc1cc(C)c(C(=O)Nc2ccccc2)c(CC(C)(C)C(=O)O)c1,-8%[57.5 µM]
CN1CCN(c2ccnc(-c3cccc(NS(C)(=O)=O)c3)n2)CC1,29%
O=C(Nc1ccc(S(=O)(=O)Nc2ncccn2)cc1)c1cnc(Cl)c(Cl)c1,-1%
CCC1=NNC(=O)C(CC(=O)Nc2ccccc2)c2cc(OC)c(OC)cc21 (stereo not drawn),7%
CNc1nc(Oc2ccc(C(=O)OC)cc2)nc(SC)n1,-1%
CCc1c(O)nc(SCC(=O)c2ccccc2)n(-c2ccccc2)c1=O,9%[57.5 µM]
O=C(NCc1ccc(Cl)cc1)C1CCCO1 (stereo not drawn),-12%
CCc1nnc(NC(=S)Nc2ccccc2)s1,-5%
Cc1cc(NC(=O)/C=C/C(=O)N(CC(=O)NC2CCCC2)c2ccc(F)cc2)no1,5%
O=C(NCCCn1ncc2ccccc21)c1cc(COc2c(F)cccc2F)on1,1%

# 3 compounds from above, sorted by length of the SMILES, lowest first:
SMILES,ERK EGF inh
O=C(NCc1ccc(Cl)cc1)C1CCCO1 (stereo not drawn),-12%
C1CC1Cc1noc(CN2CCN(CC3CC3)CC2)n1,5%
COc1ccccc1NC(=O)N1CCc2[nH]c3ccc(Cl)cc3c2C1,-7%[57.5 µM]

# (further entries)
SMILES,ERK EGF inh
O=C(CSc1n[nH]c(=O)[nH]c1=O)N/N=C/C=C\c1ccccc1,2%
C#CCOCCOCCOCCNc1nc(N2CCOCC2)nc(N2CCN(C(=O)[C@H]([C@@H](C)CC)n3cc([C@@H](N)CC(C)C)nn3)CC2)n1,2%[57.5 µM]
Cc1ccc(S(=O)(=O)/N=C(/c2ccccc2)N(C)c2ccc(O)cc2)cc1,-6%
Cc1[nH]cc(Br)c(=O)c1Oc1ncc(C(F)(F)F)cc1Cl,-1%
S=C(NC1CCCC1)NC1CCCC1,-6%
O=S(=O)(/C=C/c1ccccc1)N1CCN(c2nc(-c3cccnc3)nc3ccccc23)CC1,-3%
Cc1nc(/C=C\C(=O)O)c2cc(C)oc2n1,-8%
COC(=O)c1sc(N(C)C)c(C#N)c1-c1ccccc1,1%[57.5 µM]
COc1ccc(F)cc1C(=O)C1CCCN(C(=O)C2=C(C)OCCO2)C1 (stereo not drawn),-4%[57.5 µM]
COC(=O)C1=C(C)NC(C)=C([N+](=O)[O-])[C@H]1c1ccccc1C(F)(F)F,9%
CCOC(=O)CCc1c(C)c2ccc(OCc3cc([N+](=O)[O-])ccc3OC)c(C)c2oc1=O,1%
CCCN(CC1CC1)C(=O)CSc1ncnc2sccc12,0%
COc1cc(SC)ccc1C(=O)Nc1cc(C)ccn1,3%
Cc1ccc(-c2nn(-c3cc(N4CCNCC4)ccc3[N+](=O)[O-])c(=O)c3ccccc23)cc1,-16%
CC(NC(=O)C1CCCCC1)C(c1cccs1)N1CCOCC1 (stereo not drawn),-6%[57.5 µM]
S=c1[nH]nc(-c2n[nH]c3c2CCC3)n1/N=C/C=C/c1ccccc1,-14%[57.5 µM]
Cc1ccc(S(=O)(=O)/N=C(/c2ccccc2)N2CCOCC2)c(C)c1,-4%
COc1cc2ncnc(NCc3ccc(C)o3)c2cc1OC,28µM*
COc1ccc(NC(=S)Nc2ccccc2)c(OC)c1,-7%
COc1ccccc1C(=O)Nc1ccc(S(=O)(=O)Nc2onc(C)c2C)cc1,19%[57.5 µM]
CC1CCN(c2c(NCC3CCC(C(=O)NCc4ccccc4)CC3)c(=O)c2=O)CC1 (stereo not drawn),2%
CNC(=O)C1(C)C=CC2(CCCCC2)N1C(C)=O (stereo not drawn),5%
O=C(CN1CCC(Cc2ccccc2)CC1)NC(=O)NC1CCCCC1,3%
O=C(NNC(=O)C1CCCCC1)c1ccc(Br)cc1,-7%
CSc1nsc(SC)c1C(=O)Nc1ccc(Cl)cc1,-6%[57.5 µM]
O=C(/C=C/c1cccs1)c1ccc([N+](=O)[O-])cc1,3%[57.5 µM]
COC(=O)c1ccccc1NC(=S)N(Cc1ccc2c(c1)OCO2)Cc1cc2ccc(OC)cc2[nH]c1=O,-7%
CCOC(=O)C1=NN(c2ccccc2)C2=NC(C)=C(C(=O)OC)C(c3ccc(C)cc3)N12 (stereo not drawn),2%
O=C(c1cccc(S(=O)(=O)N2CCCCC2)c1)N1CCc2ccccc21,-2%
CCOC(=O)c1c(C)nc(C)c(C(=O)OCC)c1-c1ccc(OC)cc1,-5%[57.5 µM]
COCCNC(=O)C1Cc2c(ccc3ccccc23)O1 (stereo not drawn),-10%
COCCn1c(SCC(=O)NCCc2ccc(OC)c(OC)c2)nc2c([nH]c3ccccc32)c1=O,1%
O=C(NCCN1C(=O)S/C(=C\c2cccnc2)C1=O)c1cc(S(=O)(=O)N2CCOCC2)ccc1F,11%[57.5 µM]
CC1(C)C(=O)Nc2ccccc2N1C(=O)COC(=O)Cn1cnc2ccccc2c1=O,-16%
C#CCNC(=O)C1=C[C@H](c2ccc(Br)cc2)[C@@H](CCCO)[C@H](OCC)O1,2%[57.5 µM]
O=C(c1ccc(NC(=S)Nc2ccc(F)cc2F)cc1)N1CCOCC1,-1%
COc1cccc(OCCn2ccnc2)c1,0%
O=[N+]([O-])c1cccc(/C=N/n2c(-c3cccnc3)n[nH]c2=S)c1,-5%
COc1ccc(NC2=C(Cl)C(=O)N(c3ccccc3)C2=O)c(OC)c1,u
O=C(Nc1nccs1)c1cc2cc(Cl)ccc2oc1=O,-5%[57.5 µM]
CC(=O)c1ccc(NS(=O)(=O)c2ccc3ccccc3c2)cc1,6%
CN1CCN(CCc2ccc(Cl)c(Cl)c2)CC1,-1%
CCCCC/C=C\C\C=C/C=C/C=C/[C@@H](SCC(N)C(=O)NCC(=O)O)[C@@H](O)CCCC(=O)O (stereo partly drawn),-14%
Cc1cccc(C)c1NC(=O)CN(C)CC(=O)Nc1ccccc1Oc1ccccc1,-1%
CC1(C)CCC(=O)N(c2ccccc2)C1=O,-3%
COc1cc(SC)ccc1C(=O)Nc1ccccn1,10%[57.5 µM]
Clc1cccc(Cl)c1CO/N=C/c1cccs1,-2%[57.5 µM]
O=C(c1ccco1)N1CCN(C(=S)NC2CC3CCC2C3)CC1 (stereo not drawn),-14%

# Quoted at random: 2 entries already listed.
SMILES,ERK EGF inh
O=C(c1ccco1)N1CCN(C(=S)NC2CC3CCC2C3)CC1 (stereo not drawn),-14%
COc1ccc(NC2=C(Cl)C(=O)N(c3ccccc3)C2=O)c(OC)c1,u

# More entries follow.
SMILES,ERK EGF inh
Cc1ccc(S(=O)(=O)N(Cc2n[nH]c(=S)n2-c2ccccc2)c2cccc(Cl)c2)cc1,-13%
O=C(COC(=O)CC(NC(=O)c1ccccc1Cl)c1ccccc1)Nc1cccc(F)c1 (stereo not drawn),-5%
CNC(=O)Cn1nc(-c2ccc(C)c(S(=O)(=O)N(C)C)c2)c2ccccc2c1=O,7%
COc1ccc2cc(C(N)=O)/c(=N/NC(=O)c3ccco3)oc2c1,-2%
Cc1ccc(CNC(=O)C(C(=O)NCc2ccc(C)o2)c2ncc(C(F)(F)F)cc2Cl)o1,-5%
COc1ccc(NC(=O)CC2C(=O)N(c3cccc(OC)c3)C(=O)N2Cc2ccco2)cc1 (stereo not drawn),19%
COc1ccc(C(=O)NC(CC(=O)O)c2cc([N+](=O)[O-])ccc2Cl)cc1 (stereo not drawn),16%
O=C(Nc1cccc(Cl)c1)Nc1ccc2c(c1)C(=O)OC2,4%
CCOc1cnc(-c2ccccc2F)o1,-7%
O=C(COC(=O)COc1ccc2ccccc2c1)NC1CCCc2ccccc21 (stereo not drawn),6%
COC(=O)C1(C(=O)OC)C/C=C\Cc2ccccc2[C@@H]1C[N+](=O)[O-],-2%&-5%&-4%
Cc1noc(C)c1C(=O)N1CCC2(CC1)CCN(C(c1ccccc1)c1ccccc1)CC2,2%

# The last seven compounds of the part above open the next one:
SMILES,ERK EGF inh
COc1ccc(NC(=O)CC2C(=O)N(c3cccc(OC)c3)C(=O)N2Cc2ccco2)cc1 (stereo not drawn),19%
COc1ccc(C(=O)NC(CC(=O)O)c2cc([N+](=O)[O-])ccc2Cl)cc1 (stereo not drawn),16%
O=C(Nc1cccc(Cl)c1)Nc1ccc2c(c1)C(=O)OC2,4%
CCOc1cnc(-c2ccccc2F)o1,-7%
O=C(COC(=O)COc1ccc2ccccc2c1)NC1CCCc2ccccc21 (stereo not drawn),6%
COC(=O)C1(C(=O)OC)C/C=C\Cc2ccccc2[C@@H]1C[N+](=O)[O-],-2%&-5%&-4%
Cc1noc(C)c1C(=O)N1CCC2(CC1)CCN(C(c1ccccc1)c1ccccc1)CC2,2%
O=C(c1ccc(C(F)(F)F)cc1)C1CCCN(Cc2cccn2-c2ncccn2)C1 (stereo not drawn),4%
O=C(CCCOc1ccc(Cl)cc1Cl)N/N=C/c1ccc(Cl)cc1,u
CCOc1[nH]n(-c2ccccc2)c(=O)c1C=NCC(=O)OC,0%
COc1ccc(N2CC(C(=O)Nc3ccc(S(=O)(=O)N4CCOCC4)cc3)CC2=O)cc1 (stereo not drawn),-8%
CCCCN(CC)CCCNC(=O)c1csc2c1CCCCC2,-10%
COc1cccc(C(=O)Nc2c3c(nc4c2CCC4)CCCC3)c1,8%
O=C(/C=C/c1ccccc1Cl)c1ccc(O)cc1,2%[57.5 µM]
CCC(=O)Nc1cc(C(=O)O)ccc1Sc1ccc(Cl)cc1,-8%
CC(C)N(Cc1nc(-c2ccc(Cl)cc2)no1)C(=O)/C=C/c1ccccc1,-3%
COc1ccccc1OCCn1cc(/C=N/n2cnnc2)c2ccccc21,-6%
COc1ccc(NC(=O)c2c(N)no[n+]2[O-])cc1,-3%
CC(C)=CCCC1(C)C=Cc2c(O)c3c(c(CC=C(C)C)c2O1)OC12C(=CCCC1C(C)(C)O[C@@]2(C/C=C(\C)C(=O)O)C(=O)O)C3=O (stereo partly drawn),13%
Cc1nc2c(-c3ccc(F)cc3)cnn2c2c1CCC2,2%
CO[C@@H]1C[C@H](O[C@H]2[C@@H](C)[C@H](O[C@@H]3O[C@@H](C)C[C@@H](N(C)C)[C@@H]3OC(C)=O)[C@H](C)C[C@]3(CO3)C(=O)[C@H](C)[C@H](OC(C)=O)[C@H](C)[C@H](C)OC(=O)[C@@H]2C)O[C@H](C)[C@@H]1OC(C)=O,9%[25.7 µM]
CCCCC[C@H](O)/C=C/C1=C(CCCCCCC(=O)O)C(=O)CC1,2%[57.5 µM]
CCN1CCN(C(=O)NC(C(=O)NC2C(=O)N3C(C(=O)O)=C(CSc4nnnn4C)CSC23)c2ccc(O)cc2)C(=O)C1=O (stereo not drawn),17%
Cc1ccc(-c2ccc(SCC(=O)N3CCN(c4ccccc4)CC3)nn2)cc1,-2%
COc1ncc2nc(C)c(=O)n(C)c2n1,-3%
CC(C)C[C@@H]1NC(=O)[C@H](C(C)C)NC(=O)c2cc([N+](=O)[O-])cc(I)c2NCC[C@@H](C(N)=O)NC1=O,-5%
O=C(NCc1ccc(Cl)cc1)C(=O)NCC1OCCN1S(=O)(=O)c1ccc2c(c1)OCCO2 (stereo not drawn),-1%
COc1ccc(C(=O)CSc2nc3cccnc3n2C)cc1,0%
O=C(COC(=O)c1cc(-c2ccccc2Cl)nc2ccccc12)Nc1ncc(C(F)(F)F)cc1Cl,1%
COc1cccc(NC(=S)NCc2cccnc2)c1,3%
COc1cccc2[nH]c(C(=O)NN)c(N)c12,3%[57.5 µM]
